# G9a block = inhibitors of human histone lysine methyltransferase G9a; Q96KQ7; 8.8% of 350,000 active; G9a H3K9 monomethylation, AlphaScreen, 2 h; Potency, µM (titrated, usually from 102 µM), for the others: top-dose activity, negative = inhibition, most hits filed as inhibitors; further: potency means the concentration at half of the fitted maximal effect; on the % scale 0 is the no-effect control and ±100 the full control effect; nearly all actives have a fitted effect of over 75% in size
# Target sequence (Q96KQ7 913-1193 limits assumed): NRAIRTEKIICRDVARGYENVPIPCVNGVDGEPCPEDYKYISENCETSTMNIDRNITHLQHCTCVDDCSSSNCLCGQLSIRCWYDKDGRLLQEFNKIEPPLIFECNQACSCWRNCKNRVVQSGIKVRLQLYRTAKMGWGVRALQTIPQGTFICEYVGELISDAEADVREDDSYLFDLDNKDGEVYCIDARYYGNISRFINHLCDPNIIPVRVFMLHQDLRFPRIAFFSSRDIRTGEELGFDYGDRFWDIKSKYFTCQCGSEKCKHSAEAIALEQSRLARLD
#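 G9a (20 nM) preincubated 15 min RT with compounds, then 500 nM biotinylated H3K9 peptide and 20 uM SAM added; 2 h RT reaction. Monomethyl-H3K9 product detected by AlphaScreen with anti-H3K9me1 antibody, streptavidin donor and anti-rabbit IgG acceptor beads.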
# ERG Ets-DNA blk = inhibitors of human ERG Ets domain-DNA interaction. fluorescence polarization, His-ERG Ets domain / labelled DNA. Potency, µM (highest dose often 76.9 µM), for the others: top-dose FP activity, negative = inhibition, usual class: inhibitors. 0.028% of 370,000 active. AID 624246; active means well fitted inhibition curve with a large enough effect in the polarisation, with a control signal flat; inconclusive means small, poorly fitted or top-dose-only effect, or effect the other way, or a change in a side signal; inactive means no such curve, though single readings can be large or run the other way; the % refers to the polarisation;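 further: polarization taken with two DNA probes labelled with fluorescein and Texas red; potency means the concentration at half of the fitted maximal effect; % of control where 0% means no effect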
# Target sequence (P11308 whole entry, looked up, the tested form may be a part): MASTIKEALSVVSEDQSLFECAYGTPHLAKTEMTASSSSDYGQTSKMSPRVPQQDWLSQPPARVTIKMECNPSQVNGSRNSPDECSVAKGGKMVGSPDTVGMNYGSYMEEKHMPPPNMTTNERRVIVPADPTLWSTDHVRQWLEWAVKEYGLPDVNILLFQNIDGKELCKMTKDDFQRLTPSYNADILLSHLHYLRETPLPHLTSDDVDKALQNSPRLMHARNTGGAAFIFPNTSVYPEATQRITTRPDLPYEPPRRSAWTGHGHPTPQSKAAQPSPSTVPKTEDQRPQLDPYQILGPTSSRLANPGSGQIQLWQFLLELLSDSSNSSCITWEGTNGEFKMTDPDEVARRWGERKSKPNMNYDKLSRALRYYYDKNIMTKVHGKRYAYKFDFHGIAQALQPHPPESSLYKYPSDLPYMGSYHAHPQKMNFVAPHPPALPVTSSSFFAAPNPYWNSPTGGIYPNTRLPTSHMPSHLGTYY
#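 His-tagged ERG Ets domain (1 uM in the protein solution; 300mM KCl, 50mM Tris-HCl, 1mM EDTA, 1mM DTT, pH 7.5) received compound, then a probe mix of 5 nM fluorescein-DNA and 100nM Texas-615-DNA. Fluorescence polarization was read for both dyes.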
# HP1b binding inh = blocks HP1-beta chromodomain binding to methylated histone tails; AlphaScreen HP1-beta / biotin-H3K9me3 peptide binding; 0.56% of 390,000 active; AID 540317; P83916; Potency, µM (highest dose often 114 µM), inactives show at the highest dose activity change, negative = inhibition, actives largely listed as inhibitors; further: potency means the concentration at half of the fitted maximal effect; nearly all actives have a fitted effect of over 70% in size; inactives centre near 23
# Target sequence (P83916 whole entry, looked up): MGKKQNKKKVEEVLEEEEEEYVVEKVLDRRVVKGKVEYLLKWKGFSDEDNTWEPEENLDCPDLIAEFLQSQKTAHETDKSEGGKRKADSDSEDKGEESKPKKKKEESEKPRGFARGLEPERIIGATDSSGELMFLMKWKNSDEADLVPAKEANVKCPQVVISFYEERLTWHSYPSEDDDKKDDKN
#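 AlphaScreen: HP1-beta (50 nM) preformed 30 min with biotin-H3(1-18)K9me3 peptide (50 nM) in PBS pH 7.4, 0.01% Tween-20. Compound added for 30 min at RT, then streptavidin donor/nickel chelate acceptor beads (10 ug/mL) for 30 min.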
# JMJD2A Tudor = JMJD2A Tudor domain (human) inhibition; O75164; AlphaScreen JMJD2A-Tudor / H3K4me3 peptide binding; Potency, µM (highest dose often 114 µM), inactives show at the highest dose activity change, negative = inhibition, hits mostly inhibitors; 4.4% of 390,000 active; further: potency means the concentration at half of the fitted maximal effect; on the % scale 0 is the no-effect control and ±100 the full control effect; nearly all actives have a fitted effect of over 50% in size
# PI4K2A block = inhibitors of human PI4K2A; AID 1346378; purified PI4K2A, ADP-Glo luminescence, 1 h; stronger effect = lower value; Q9BTU6; 0.13% of 420,000 active; activity change, negative = inhibition, % at 76.9 µM; in the data active means activity change below about -50%; inconclusive means mostly about -30% to -49%;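 further: -100% = wells without enzyme as full effect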
#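 ADP-Glo luminescence measured ADP generated by PI4K2A enzyme (4 ug/mL before mixing) with 1.2 mM PI substrate (pre-mix) and 300 microM ATP (pre-mix). Tris pH7.5 buffer with MgCl2, Triton X-100; 1 h reaction at ambient temperature.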
# Pin1 inh = blocks the human prolyl isomerase Pin1; Potency, µM (titrated, usually from 115 µM), without a hit: at the highest dose activity, negative = inhibition, most hits filed as inhibitors; Q13526; Pin1 FP peptide displacement, HiFluor488, 10 min; 0.009% of 390,000 active; AID 504891; active means well fitted inhibition curve with a large enough effect in the polarisation, with a control signal flat, not every such curve was filed as active; inconclusive means small, poorly fitted or top-dose-only effect, or effect the other way, or a change in a side signal; inactive means no such curve, though single readings can be large or run the other way; the % refers to the polarisation; further: potency means the concentration at half of the fitted maximal effect; on the % scale 0 is the no-effect control and ±100 the full control effect
# BAZ2B block = blocks human BAZ2B. 4.4% of 360,000 active. AlphaScreen BAZ2B-H3K14Ac peptide displacement. AID 504333. Q9UIF8. Potency, µM (top dose mostly 114 µM), inactives show top-dose activity change, negative = inhibition, most hits filed as inhibitors; further: potency means the concentration at half of the fitted maximal effect; on the % scale 0 is the no-effect control and ±100 the full control effect; nearly all actives have a fitted effect of over 60% in size
#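 AlphaScreen displacement of biotin-H3(5-23)K14Ac peptide (50 nM final) from BAZ2B (50 nM final) in PBS pH 7.4, 0.01% Tween-20; complex preformed 30 min RT, then compounds (top 110 uM) 30 min RT, beads 20 min dark.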
# Tb PGK inh = T. brucei PGK inhibition | PGK/GAPDH coupled, Kinase-Glo luminescence, 60 min | 0.043% of 380,000 active | AID 602233 | Potency, µM (doses to about 57.5 µM), inactives show at the top dose activity change, negative = inhibition, hits mostly inhibitors | P07378; further: potency means the concentration at half of the fitted maximal effect; on the % scale 0 is the no-effect control and ±100 the full control effect; nearly all actives have a fitted effect of over 60% in size
#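 Luminescent ATP detection (Kinase-Glo Plus) follows a 60-minute room-temperature incubation, with wells lacking PGK as controls. Buffer: 100 mM TEA (pH 7.6), 5 mM MgCl2, 0.01% Tween-20. Coupling enzyme GAPDH (100 nM final) supplies unstable 1,3-BPG in-well.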
# GLS inhibitor = glutaminase GLS (human) inhibition. 0.21% of 410,000 active. O94925. Potency, µM (doses to about 45.5 µM), for the others: top-dose activity change, negative = inhibition, most hits filed as inhibitors. GLS enzymatic activity, qHTS titration; further: potency means the concentration at half of the fitted maximal effect; on the % scale 0 is the no-effect control and ±100 the full control effect
#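 hKGA; 45 mM KH2PO4 pH 8.2 + 0.02% Tween-20; cpd via pin tool; 1 mM Gln soln; GluOx/HRP/Amplex Red; RT 30 min; fluor. t0 & final.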
# The depositor's hits bear a star; i = inactive; ? = inconclusive; . = not tested or not shown; [ ] = remark or other dose. Unless noted, the call rests on the fitted dose curve; in most records, active means well fitted curve in the direction sought with a large enough effect; inconclusive means small, poorly fitted or top-dose-only effect, or another doubt; inactive means no such curve, though single readings can be large; an effect the other way counts as inactive or inconclusive.
G9a block | ERG Ets-DNA blk | HP1b binding inh | JMJD2A Tudor | PI4K2A block | Pin1 inh | BAZ2B block | Tb PGK inh | GLS inhibitor | SMILES
? | 3.0% | 26.3% | -14.4% | -0.7 | 9.3% | 2.0% | 0.9% | 0.0% | Cc1csc(NC(=O)C2CC(=O)N(c3ccc(C)c(C)c3)C2)n1 (stereo unspecified)
-10.5%[59 µM] | -5.2% | 23.8% | -9.9% | 3.8 | 5.9% | 5.5% | 3.3% | 4.3% | CC(=O)NC(Cc1ccc(C)cc1)C(=O)NC1CCN(C(=O)c2cnccn2)CC1 (stereo unspecified)
? | 6.4% | 9.7% | -9.2% | -12.2 | 0.1% | 11.2% | . | 4.0% | CC(O)(C#CCN1CCCCC1)c1ccccc1 (stereo unspecified)
10.3% | 3.3% | 65.3%[activator] | -12.8% | 1.6 | 0.3% | -12.0%[57.1 µM] | 4.6% | -5.4% | CCOc1ccc(CNC(=O)CCCN2C(=O)C(c3ccccc3)Oc3cccnc32)cc1 (stereo unspecified)
-5.7% | -0.6% | 32.8% | -10.3% | 1.9 | 1.2% | 1.3% | 0.0% | -11.2% | O=C(CCCCCN1C(=O)c2ccccc2C1=O)NCCc1nc2ccccc2[nH]1
? | -11.5% | -1.7% | -22.4% | -14.5 | -12.0% | -25.7% | -12.6% | 1.2% | COC/C=C/C1=CC2=CC(=O)C(C)(OC(=O)c3cnc4ccccc4n3)C(=O)C2=CN1CCN1CCOCC1 (stereo unspecified)
0.2% | -4.6% | 50.5%[activator] | -19.6% | 5.3 | 2.1% | -6.4% | -5.6% | -15.6% | CCn1cc(S(=O)(=O)c2ccc(Cl)cc2)c(=O)c2cc(OC)ccc21
29.6%[59 µM] | -11.2% | 70.0%[activator] | 17.4% | -1.4 | 0.9% | -6.2% | . | 3.0% | CCCSc1ncc(Cl)c(C(=O)N(Cc2ccc(Cl)cc2)Cc2ccco2)n1
11.6%[2.33 µM] | 1.1% | 1.0% | -23.2% | -0.4 | 15.9% | -9.4% | -2.2% | 3.0% | CCOC(=O)c1c(NC(=O)CN2C(=O)C(=O)N(C(C)C)C2=O)sc(C)c1CC
70.6%[activator] | 6.4% | 20.3% | -2.8% | 0.1 | -7.6% | -10.4% | -1.2% | -0.6% | COc1ccccc1C(=O)NC(=S)NC12CC3CC(CC(C3)C1)C2
1.1%[59 µM] | -0.2% | -5.6% | -30.4% | 1.8 | ? | -13.6% | -2.9% | 34.9%[activator] | Cc1ccc(-c2nnc(Nc3ccc(O)cc3)c3ccccc23)cc1S(=O)(=O)NC(C)(C)CO
-19.3%[59 µM] | 8.1% | 29.6% | -7.9% | -1.5 | 2.8% | -0.9% | 12.5% | 10.8% | Cn1c(=O)oc2cc(S(=O)(=O)N3CCCC(C(=O)Nc4ccc(Br)cc4F)C3)ccc21 (stereo unspecified)
8.9%[12.7 µM] | 1.6% | 28.0% | -7.2% | 2.3 | -0.5% | 4.1% | -1.8% | -1.2% | O=C(Nc1cccc(Cl)c1)C1CCCCC1
-15.4% | -3.7% | 22.5% | 6.0% | 1.2 | -2.4% | -22.8% | -8.0% | -5.3% | COc1ccc(S(=O)(=O)N(CCC(=O)O)Cc2ccccc2)cc1
12.6µM* | 4.7% | 39.1%[activator] | -11.6% | 0.2 | -18.0% | -12.6% | 9.1% | 5.8% | CCC(Sc1nc(-c2ccccc2)[nH]c1S(=O)(=O)c1ccc(C)cc1)C(=O)O (stereo unspecified)
. | 14.5% | 55.8%[activator] | -8.3% | -9.0 | ? | ? | -9.9% | 4.8% | Cc1ccc2[nH]c3nc(N/N=C/c4cccc(O)c4)nnc3c2c1
31.6µM* | -9.2% | 27.6%[57 µM] | -3.0% | -0.9 | 1.2% | -4.4% | i | 7.5% | CCOc1cccc2cc(C(N)=O)c(=N)oc12
64.4%[activator] | -0.9% | 65.8%[activator] | 57.9%[activator] | -2.8 | ? | 34.5% | -11.6% | -1.7% | Cc1nc2ccccc2nc(C)c1=NOCc1cccc(F)c1
18.6%[59 µM] | 8.7% | 59.3%[activator] | -16.8% | -2.5 | 3.1% | -2.6% | 4.5% | 9.8% | C=CCn1c(SCc2ccc3nonc3c2)nnc1-c1cccs1
-4.4%[12.7 µM] | 9.6% | 9.7% | -5.3% | -2.0 | 0.8% | 2.8% | -5.9% | 28.8% | CCN(CC)CCNC(=O)c1nn(-c2ccc(C)cc2)c(=O)c2c1c1ccccc1n2C
. | 7.0% | 28.1% | -11.2% | -1.6 | -4.8% | -7.7% | -0.2% | -4.1% | C=CCCC(=O)N1CCC(CCC(=O)NC2CC2)CC1
-6.3% | 1.8% | -0.4% | 0.7% | -6.2 | -11.3% | 11.8% | 0.2% | 11.3% | COc1cccc(CN(CC(=O)NC2CCCCC2)C(=O)c2csnn2)c1
2.4% | 6.7% | 24.4% | -7.4% | 0.0 | 3.2% | 2.1% | . | 0.9% | O=C(c1ccco1)N1CCN(C(=O)C2CCCN(S(=O)(=O)c3cccc4nsnc34)C2)CC1 (stereo unspecified)
. | -6.5% | 34.1% | -4.2% | 0.6 | -13.8% | -0.4% | -5.8% | -0.8% | CCOC(=O)N1CCC(NC(=O)CC2C(=O)NCCN2Cc2ccccc2)CC1 (stereo unspecified)
16.6%[59 µM] | 1.8% | 19.8% | -18.8% | -4.0 | 14.5% | -3.2% | 7.1% | -28.3% | Cc1cc(Br)c(OCc2ccc(C(=O)N/N=C3\CC4CC=CC34)cc2)c(Br)c1 (stereo unspecified)
-4.1% | 6.0% | 38.7% | 4.4%[57.1 µM] | -4.5 | 0.3% | -3.6% | -7.2% | -11.2% | NC(=O)COC(=O)c1ccccc1Oc1ccccc1
6.7% | 1.8% | 24.6% | -7.6% | 1.5 | -7.1% | -28.4% | -4.2% | -8.3% | CCC(CC)N=C1NS(=O)(=O)c2cc([N+](=O)[O-])ccc21
2.6% | -0.9% | 20.6% | -6.3% | -7.8 | 1.4% | 1.1% | -14.4% | -4.9% | COc1cc(C)c(Cl)cc1S(=O)(=O)NCCCN1CCOCC1
? | -3.3% | 67.9%[activator] | 9.4% | -13.6 | 38.4%[activator] | -4.7% | -6.0% | 5.0% | CN(CCC#N)c1ccc(/C=C(\C#N)c2ccccn2)cc1
-5.8% | -2.3% | 22.4% | -13.5% | -2.4 | -7.3% | -11.2% | -6.4% | -12.2% | Cc1ccsc1C1C(C#N)=C(N)Oc2n[nH]c(C)c21 (stereo unspecified)

# Reprinted from the part before: 2 compounds, then new ones.
G9a block | ERG Ets-DNA blk | HP1b binding inh | JMJD2A Tudor | PI4K2A block | Pin1 inh | BAZ2B block | Tb PGK inh | GLS inhibitor | SMILES
? | -3.3% | 67.9%[activator] | 9.4% | -13.6 | 38.4%[activator] | -4.7% | -6.0% | 5.0% | CN(CCC#N)c1ccc(/C=C(\C#N)c2ccccn2)cc1
-5.8% | -2.3% | 22.4% | -13.5% | -2.4 | -7.3% | -11.2% | -6.4% | -12.2% | Cc1ccsc1C1C(C#N)=C(N)Oc2n[nH]c(C)c21 (stereo unspecified)
? | -0.7% | 28.9% | ? | -6.0 | -3.8% | -18.2% | -3.8% | 6.3% | CCOC(=O)c1cc(=O)n2nc(-c3ccccc3F)nc2s1
-13.2%[0.501 µM] | . | 19.7% | -3.6% | 5.6 | -1.6% | 10.2% | -9.9% | -3.4% | Cc1ccsc1C(=O)OCC(=O)N(C)c1c(N)n(Cc2ccccc2)c(=O)[nH]c1=O
3.3%[59 µM] | -7.5% | 24.7% | -32.3% | 0.9 | -2.5% | ? | i | -4.2% | CCCCn1c(-c2ccc(C)cc2)c(C)n2c3c(=O)n(C)c(=O)n(C)c3nc12
. | -6.7% | 36.5% | -11.0% | -2.8 | 1.4% | . | i | 0.3% | O=C1CN(S(=O)(=O)c2cc(Br)ccc2Br)CCN1
. | 3.6% | 7.6% | -9.0% | 1.8 | -12.8% | 8.7% | -2.9% | -2.0% | O=C1NCCCC1C(=O)Nc1ccccc1C(F)(F)F (stereo unspecified)
5.5%[12.7 µM] | 3.6% | 16.6% | 21.9%[11.4 µM] | -6.9 | ? | -34.5% | -1.3% | 3.4% | Nc1c(C(=O)c2ccccc2)sc2snc(SCC(=O)c3ccccc3)c12
44.7µM* | 2.6% | 9.9% | -32.6% | -1.2 | -2.3% | 11.5% | i | -11.3% | CCOC(=S)SCC(=O)N1CCc2cc(OC)c(OC)cc2C1C1C(=O)CC(C)(C)CC1=O (stereo unspecified)
. | -2.0% | -0.5% | -19.3% | 0.8 | -9.6% | -27.6% | -8.2% | 2.7% | CSc1ccccc1OCc1cc(C(=O)NCCCn2nc(C)cc2C)no1
. | 10.1% | 38.5%[activator] | -5.6% | 0.2 | -8.1% | . | -1.1% | 0.9% | Nc1ccc2c(=O)[nH][nH]c(=O)c2c1
38.3%[0.501 µM] | 1.8% | 13.5% | ? | -2.7 | 0.4% | ? | i | -1.8% | Cc1ccc2nc(SCc3ccc([N+](=O)[O-])cc3)[nH]c2c1
7.1%[59 µM] | -1.7% | 21.6% | -6.6% | 2.7 | -5.6% | -7.2% | 1.8% | -14.2% | CN(C)C(=O)c1ccc(S(=O)(=O)NCc2ccc(Cl)cc2)s1
-12.5% | 14.5% | 49.9%[activator] | -20.0% | 5.0 | -3.5% | ? | -1.9% | 11.3% | CCCC1(C(=O)O)NC(c2cccc(OC)c2O)C2C(=O)N(c3ccccc3)C(=O)C21 (stereo unspecified)
